Compound activity deposited in PubChem by several laboratories.
HTR5A ag ctr: HTR5A agonism, opioid heterodimer counter-screen | P47898 | 0.61% of 340,000 active | activation, % at 9.3 µM | HTR5A agonist assay, luminescence, cell-based; in the data active = activation mostly above about 9.5%, no sharp cut-off; inactive = mostly below about 7.6%;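 note: 0% = cells with vehicle only and 100% = reference agonist; strong numbers were not always called active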
Target sequence (P47898 whole entry, looked up): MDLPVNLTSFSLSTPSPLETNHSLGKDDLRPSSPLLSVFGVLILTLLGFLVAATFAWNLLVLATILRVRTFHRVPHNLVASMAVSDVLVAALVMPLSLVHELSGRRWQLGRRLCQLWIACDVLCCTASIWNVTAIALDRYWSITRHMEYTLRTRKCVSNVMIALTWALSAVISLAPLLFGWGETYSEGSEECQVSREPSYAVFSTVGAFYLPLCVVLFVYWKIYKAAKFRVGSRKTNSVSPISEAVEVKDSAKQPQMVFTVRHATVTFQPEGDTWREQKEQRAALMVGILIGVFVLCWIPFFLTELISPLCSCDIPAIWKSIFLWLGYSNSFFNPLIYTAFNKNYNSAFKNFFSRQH
Keap1 Nrf2 FP: disrupts human Keap1 binding to Nrf2 peptide; Keap1 Kelch-Nrf2 peptide fluorescence polarization, 1536-well; inhibition, % at 9.4 µM; 0.15% of 340,000 active; AID 504523; in the data active = inhibition above about 12%;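 note: human Keap1 Kelch domain with fluorescein labeled Nrf2 9mer peptide probe; 0% = neutral control wells and 100% = peptide positive control; higher means more block of Keap1 binding to Nrf2 peptide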
Target sequence (Q14145 whole entry, looked up, the tested form may be a part): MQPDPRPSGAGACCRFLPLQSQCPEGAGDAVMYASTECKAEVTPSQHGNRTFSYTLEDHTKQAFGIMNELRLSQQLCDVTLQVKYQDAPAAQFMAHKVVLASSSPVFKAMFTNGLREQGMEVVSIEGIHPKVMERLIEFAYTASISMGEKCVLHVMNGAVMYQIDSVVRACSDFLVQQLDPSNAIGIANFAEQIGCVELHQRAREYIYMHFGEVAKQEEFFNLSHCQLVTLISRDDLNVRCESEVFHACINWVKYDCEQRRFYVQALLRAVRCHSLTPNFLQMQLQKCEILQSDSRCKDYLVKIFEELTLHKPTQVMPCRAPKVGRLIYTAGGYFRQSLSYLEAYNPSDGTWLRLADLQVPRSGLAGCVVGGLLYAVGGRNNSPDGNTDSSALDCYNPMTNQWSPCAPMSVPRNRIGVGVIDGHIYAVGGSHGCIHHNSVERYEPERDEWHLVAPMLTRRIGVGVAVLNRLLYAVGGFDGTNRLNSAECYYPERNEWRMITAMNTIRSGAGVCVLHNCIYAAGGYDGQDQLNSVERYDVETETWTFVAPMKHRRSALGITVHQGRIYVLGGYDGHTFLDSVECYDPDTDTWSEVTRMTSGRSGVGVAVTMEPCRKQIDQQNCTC
Cardiac RTF inh: cardiac RTF calcium desensitization; AID 493244; P19429+P45379; IANBD-labeled cardiac RTF, Ca2+ fluorescence; inhibition, % at 7.15 µM; 0.12% of 340,000 active;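 active = inhibition above the mean inhibition of all tested compounds plus 3 SD, cut at about 17% in these data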;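 note: assay run at fixed EC70 calcium of 1.6 mM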
CAL PDZ FP: blocks peptide binding to the human CAL PDZ domain | Q9HD26 | purified CAL PDZ, TMR-peptide fluorescence polarization, 1 h | inhibition, % at 24.9 µM | 0.92% of 300,000 active;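 active = mean inhibition of at least 30% with at least half of replicates also reaching 30%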;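 note: 0% = DMSO neutral control and 100% = excess unlabeled competitor peptide PRC23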
cardiac RTF act: increases calcium sensitivity of human cardiac regulated thin filaments; 0.24% of 340,000 active; activation, % at 7.2 µM; AID 493008; IANBD-labeled TnC RTF fluorescence at EC20 calcium; 0% EC20 calcium, 100% full calcium;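 active = activation above the mean over all tested compounds plus 3 SD, cut at about 30% in these data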;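 note: rise in fluorescence read as greater calcium sensitivity of cardiac thin filaments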
V-ATPase pH: regulators of yeast V-ATPase proton transport | S. cerevisiae, pHLuorin cytosolic pH fluorescence | response, % at 10 µM | 0.37% of 350,000 active | AID 504577; in the data active = response mostly above about 7.3%, no sharp cut-off; inactive = mostly below about 5.4%; note: actives read high; inactives centre near 0; some compounds called inactive have numbers as strong as hits; reference of the scale not given here
HTR5A inv ctr: inverse agonist of human HTR5A in OPRM1-OPRD1 counter-screen; P47898; HTR5A cell line, luminescence, inverse agonism; inhibition, % at 9.3 µM; 0.083% of 340,000 active; AID 504634; in the data active = inhibition mostly above about 23%, no sharp cut-off; inactive = mostly below about 18%;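 note: 0% = cells with DMSO and 100% = no-cell wells with DMSO; some compounds called inactive have numbers as strong as hits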
OPRM1-OPRD1 ag: agonists of human mu-delta opioid receptor heterodimerization | cells, OPRM1-OPRD1 heterodimerization, luminescence | activation, % at 9.3 µM | P35372+P41143 | 0.3% of 340,000 active; in the data active = activation above about 18%;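 note: 0% = vehicle-treated cells and 100% = reference agonist; values of inactives mirror those of a sister screen read the other way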
LANA DNA inh: inhibitors of KSHV LANA C-terminal domain DNA binding | MBP-C-LANA/FAM-LBS DNA binding, fluorescence polarization | inhibition, % at 9 µM | 0.078% of 340,000 active | AID 504423;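 active = highest replicate inhibition at or above 60% at 9 µM, even if other replicates fall short; inactive = all replicates below 60% inhibition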;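 note: 0% = neutral control wells and 100% = 4 µM acridine orange control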
OPRM1-OPRD1 inv: inverse agonist of human OPRM1-OPRD1 heterodimerization; P35372+P41143; cell-based MOR-DOR heterodimer luminescence, inverse agonism; inhibition, % at 9.3 µM; 0.21% of 340,000 active; in the data active = inhibition above about 22%, passing the limit was not always enough;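 note: 0% = cells with DMSO and 100% = wells without cells with DMSO; values of inactives mirror those of a sister screen read the other way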
The depositor's hits bear a star; . = not tested or not shown. Not a hit list; overall some 2.8% were active at least once.

Second line of a record: cardiac RTF act, HTR5A ag ctr, Cardiac RTF inh, OPRM1-OPRD1 inv, Keap1 Nrf2 FP, V-ATPase pH, OPRM1-OPRD1 ag, HTR5A inv ctr, LANA DNA inh, CAL PDZ FP
1. CCn1c(O)c(C=Nc2ccccc2)oc1=S
  -3.5, -0.6, -6.3, 9.3, 1.3, -1.3, -2.0, -13.0, 0.6, .
2. O=C(NN1C(=O)c2cc(Br)ccc2NC1c1ccccc1Cl)c1ccncc1 (configuration not stated)
  -3.8, -5.1, -3.2, 9.8, -1.7, -1.0, -1.6, 13.6, 0.8, -1.0
3. CCSc1nnc([C@@H](NC(=O)OC(C)(C)C)C(C)C)o1
  0.2, -0.2, -3.4, 1.4, -5.0, -3.7, -0.3, 5.2, -2.1, .
4. CC(C)N(C(=O)COC(=O)CCC(=O)c1cccs1)c1ccccc1
  3.1, 0.3, -0.6, 5.8, -4.4, -0.6, -1.5, 0.3, -1.1, 1.6
5. COc1ccc(NC(=O)c2ccc3c(c2)C(=O)N(Cc2cccnc2)C3=O)cc1
  4.3, 0.4, 3.4, -5.5, -0.7, 0.4, 1.0, 2.6, 1.4, 0.4
6. COc1ccc(NS(=O)(=O)c2cc(NC(=O)Cc3cccs3)ccc2C)cc1
  5.5, 7.1, -14.1, 6.2, -3.4, 6.5, -1.3, -4.8, -1.0, -2.6
7. CC(c1ccco1)N(C(=O)c1ccccc1NS(=O)(=O)c1cc([N+](=O)[O-])ccc1Cl)c1ccccn1 (configuration not stated)
  1.2, 4.2, -5.7, -10.2, 1.0, 2.1, 1.5, 2.3, 0.7, -3.2
8. CC(C)(C)[C@H]1COC(=O)[C@H](NC(=O)OCC2c3ccccc3-c3ccccc32)C/C=C\C[C@@H](CC(=O)N[C@@H](CO)Cc2ccccc2)C(=O)N1
  -7.0, 8.4, 2.7, -3.0, 3.7, -2.5, 0.5, 12.3, -2.4, -5.4
9. Cc1nnc(SCC(=O)NCC(=O)Nc2ccc(F)c(F)c2F)n1N
  -2.5, 3.1, 1.9, 18.3, -0.1, -0.9, -3.8, -12.2, -2.4, -1.0
10. CC(=O)Nc1ccc(NC(=O)CN(c2ccccc2Cl)S(C)(=O)=O)cc1
  2.8, -6.3, -8.7, -1.5, 2.1, 0.8, 0.2, 16.7, 0.9, 0.4
11. CC(=O)NCCC(=O)Nc1cc(S(=O)(=O)N2CCOCC2)ccc1Oc1ccccc1
  2.6, 1.1, -5.7, 8.8, 8.2, -2.6, -1.7, 2.9, -0.3, -7.6
12. CCOc1c(Br)cc(CNCc2cccs2)cc1OC
  -1.6, 5.7, -3.5, 4.5, -4.9, 5.4, -0.8, -15.2, -1.5, -2.3
13. Cc1nnc(SCC(=O)N2CCCC(N3CCN(c4ccc(F)cc4)CC3)C2)o1 (configuration not stated)
  1.6, -2.9, -1.8, 19.2, -1.0, 0.5, -3.6, 8.2, 1.1, .
14. O=C(CCC(=O)OCC(F)(F)C(F)F)Nc1ccc(Cl)cc1
  -0.8, -0.3, -6.9, 7.7, -1.2, 0.3, -1.6, 0.8, 0.6, -0.5
15. COc1ccccc1NC(C)C(=O)N/N=C/c1cccs1 (configuration not stated)
  -0.5, -3.7, -8.2, 8.3, 1.5, -1.3, -1.5, 9.8, -1.6, -2.1
16. O=C(CSc1nnnn1-c1ccc2c(c1)OCO2)NCc1cccs1
  -6.2, 0.4, 0.7, 5.5, -1.2, 2.2, -1.3, -1.1, -8.3, -5.9
17. O=C(O)c1ccc([N+](=O)[O-])cc1
  -6.4, -3.3, 0.6, 2.5, -3.5, 1.7, -0.6, 8.2, -1.0, -3.4
18. CCN(c1ccccc1)S(=O)(=O)c1cc2c(cc1C)N(C)CCO2
  -0.4, -3.8, -5.7, 2.4, -5.4, -2.7, -0.5, 10.4, -1.3, .
19. Cc1cccc(NC2=C(NCCO)C(=O)c3ccccc3C2=O)c1
  7.4, 4.8, -7.0, -13.9, -2.9, 1.7, 3.1, -35.3, 0.6, -2.0
20. CCOc1ccc(N=Nc2c(=O)[nH]n3c(C)cc(C)nc23)cc1
  7.8, -7.8, -0.4, -1.5, -4.2, -1.3, 0.2, 20.9, -0.8, -1.4
21. CC(C)Oc1c(Br)cc(Br)cc1/C=N/NC(N)=S
  -11.0, 9.6, -0.8, -16.4, -4.4, 1.3, 3.1, -61.1, -2.1, 3.5
22. CCOC(=O)N1CCC(NC(=O)c2cc(C(=O)Nc3ccc(F)cc3F)ccc2CO)CC1
  -1.0, 5.5, -7.7, 12.1, 0.1, 6.2, -2.2, 1.6, -0.9, .
23. CCS(=O)(=O)N1CCC(C(=O)Oc2ccc(C(=O)OC)cc2)CC1
  -2.1, -7.0, -45.9, 3.6, -4.7, 6.6, -0.6, 7.2, -0.8, 7.8
24. COc1cccc(C2=NN(C(=O)c3cccs3)C(O)(C(F)(F)F)C2)c1 (configuration not stated)
  6.3, 3.6, -19.6, -18.7, -2.3, 3.9, 3.9, 37.5, -0.9, -1.1
25. Cn1c([N+](=O)[O-])cnc1N1CCN(c2nncs2)C1=O
  -0.2, -0.4, -6.1, 15.2, -0.4, 1.4, -3.4, 1.5, -0.1, -3.9
26. CCN(C(=O)CSc1nc(C2CC2)n(-c2ccccc2)n1)C1CCS(=O)(=O)C1 (configuration not stated)
  3.3, 0.8, 0.6, 2.7, -1.9, 2.5, -0.4, -10.2, -1.3, -0.3
27. CC1CN(CC(=O)NCc2ccccc2)CC(C)O1 (configuration not stated)
  0.4, 1.6, -4.6, 6.5, 6.5, 3.0, -1.4, -6.1, -0.6, -3.0
28. Cc1cccc(N2CCC(NCc3c(C(=O)N4CCCCC4)nc4c(C)cccn34)CC2)c1
  12.4, 2.7, -13.1, 3.9, -4.4, 0.7, -0.8, -10.4, 0.1, 0.9
29. O=C(NCc1cccnc1)C1CC(=O)N(CCc2ccccc2)C1 (configuration not stated)
  -2.9, -1.2, -8.2, -0.6, 1.8, 1.8, 0.1, 3.7, 0.2, .
30. CCCC(=O)Nc1c2c(nn1-c1ccc([N+](=O)[O-])cc1)CS(=O)(=O)C2
  8.2, 3.5, -1.1, 10.5, -1.9, -2.4, -2.4, -12.6, -1.3, -3.8

Next part; it opens with the 6 that closed the last part.
Second line of a record: cardiac RTF act, HTR5A ag ctr, Cardiac RTF inh, OPRM1-OPRD1 inv, Keap1 Nrf2 FP, V-ATPase pH, OPRM1-OPRD1 ag, HTR5A inv ctr, LANA DNA inh, CAL PDZ FP
25. Cn1c([N+](=O)[O-])cnc1N1CCN(c2nncs2)C1=O
  -0.2, -0.4, -6.1, 15.2, -0.4, 1.4, -3.4, 1.5, -0.1, -3.9
26. CCN(C(=O)CSc1nc(C2CC2)n(-c2ccccc2)n1)C1CCS(=O)(=O)C1 (configuration not stated)
  3.3, 0.8, 0.6, 2.7, -1.9, 2.5, -0.4, -10.2, -1.3, -0.3
27. CC1CN(CC(=O)NCc2ccccc2)CC(C)O1 (configuration not stated)
  0.4, 1.6, -4.6, 6.5, 6.5, 3.0, -1.4, -6.1, -0.6, -3.0
28. Cc1cccc(N2CCC(NCc3c(C(=O)N4CCCCC4)nc4c(C)cccn34)CC2)c1
  12.4, 2.7, -13.1, 3.9, -4.4, 0.7, -0.8, -10.4, 0.1, 0.9
29. O=C(NCc1cccnc1)C1CC(=O)N(CCc2ccccc2)C1 (configuration not stated)
  -2.9, -1.2, -8.2, -0.6, 1.8, 1.8, 0.1, 3.7, 0.2, .
30. CCCC(=O)Nc1c2c(nn1-c1ccc([N+](=O)[O-])cc1)CS(=O)(=O)C2
  8.2, 3.5, -1.1, 10.5, -1.9, -2.4, -2.4, -12.6, -1.3, -3.8
31. Cc1ccc2nc(-c3ccc(NC(=O)CN4CCN(C(=O)c5ccco5)CC4)cc3)sc2c1
  -2.2, 3.5, -5.6, -16.9, -5.7, -6.7, 3.0, -9.1, -0.8, -4.0
32. Cc1nc2sccn2c(=O)c1S(=O)(=O)N1CCN(c2ccc(F)cc2)CC1
  4.2, -2.3, 1.4, 8.6, 3.0, 3.2, -1.4, 6.9, -0.7, -5.1
33. CCC(CC)C1C(C#N)=C(N)Oc2cc(C)oc(=O)c21 (configuration not stated)
  -6.7, 0.2, 0.9, 13.8, -1.5, -1.8, -2.5, -0.5, -2.1, -2.9
34. O=C(O)c1cc(O)c2c(c1)C(=O)c1cc(O)cc(O)c1C2=O
  -5.2, -8.3, 3.0, 10.0, -4.4, -0.7, -1.8, -29.2, 32.5, 2.4
35. O=[N+]([O-])c1ccc(N(c2ccccc2)c2ccccc2)cc1
  21.6, -2.6, -24.2, -4.6, -10.4, -0.3, 0.8, 3.1, -0.4, .
36. CCCCCCn1nc(C(=O)N(CCOC)c2c(N)n(CCCC)c(=O)[nH]c2=O)c2ccccc2c1=O
  2.4, -2.2, 9.9, 12.5, 2.3, -4.9, -2.3, 5.4, -0.9, -1.6
37. CCN(CC)CC(=O)NC1CC(C)(C)Cc2c1cnn2-c1ccc(F)cc1 (configuration not stated)
  -8.3, 2.9, -5.0, -2.0, -2.4, -0.5, 0.4, -10.8, 4.6, -2.3
38. COc1cc(CC(=O)NC(c2ccccc2)c2ccccc2)cc(OC)c1OC
  0.8, -3.5, -6.6, 0.6, -4.1, 0.5, -0.1, 9.2, -1.5, .
39. C/C(=N\NC(=O)c1ccccc1C)c1cccnc1
  -0.9, -0.5, -13.7, 4.4, -5.0, -3.4, -1.0, 1.7, 2.0, -2.9
40. CCN(C/C=C/c1ccccc1OC)Cc1ccccc1
  -1.9, 3.8, 0.3, 0.7, 2.0, -0.7, -0.1, -1.3, 0.1, 5.1
41. CCOC(=O)Cc1csc(NC(=O)c2ccncc2)n1
  -0.4, -5.8, -7.5, 3.9, -3.2, 7.0, -0.8, 17.7, 0.7, 0.0
42. Cc1ccc(N(CC(O)CN2CCCCC2)S(=O)(=O)c2ccccc2)cc1 (configuration not stated)
  -1.3, 0.8, -9.1, 16.2, -0.2, 4.6, -3.2, -3.2, -2.0, .
43. CCN1CCN(Cc2cc(=O)oc3cc4c(cc23)CCC4)CC1
  -2.0, 6.5, -7.1, 20.8, 1.7, 0.1, -4.0, -14.4, -4.4, -0.3
44. COc1ccc(NS(=O)(=O)c2ccc(C)c(C(=O)NCC(c3ccco3)N3CCCCC3)c2)cc1 (configuration not stated)
  -12.1, 3.1, -5.5, -15.1, ., 9.9*, 2.9, -8.4, ., 2.9
45. O=C(O)CCC(NC(=O)C1CCCN1C(=O)OCc1ccccc1)C(=O)O (configuration not stated)
  -2.5, -2.3, -5.6, 13.0, -2.6, 1.2, -2.5, 6.0, 1.2, 0.0
46. O=C(COC(=O)CNC(=O)c1ccc(Cl)cc1Cl)NNC(=O)c1ccccc1
  2.5, 2.7, -5.6, 17.5, -3.2, -0.9, -4.7, -14.4, 0.1, 3.6
